Screening data from PubChem.
GDH-TPI counter – GDH-TPI coupling enzyme inhibitors, primary screen, artefact control for M. tuberculosis FBA inhibitor project, biochemical, absorbance, full deck; inhibition, % at 4.8 µM; actives 1.2% (n = 360,000); GDH-TPI coupled enzyme counterscreen, NADH absorbance; in the data active = inhibition above about 30%;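 also: 0% = DMSO wells and 100% = wells lacking the enzyme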
Rv3671c protease – Rv3671c serine protease inhibitors, primary screen, biochemical, fluorescence polarization, M. tuberculosis H37Rv; P9WHR9; inhibition, % at 5.96 µM; actives 0.048% (n = 320,000); AID 2606, 2010; in the data active = inhibition above about 38%;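 also: extracellular domain of Rv3671c used as enzyme; 0% = enzyme with DMSO and 100% = no enzyme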
Target sequence (P9WHR9 whole entry, looked up, the tested form may be a part): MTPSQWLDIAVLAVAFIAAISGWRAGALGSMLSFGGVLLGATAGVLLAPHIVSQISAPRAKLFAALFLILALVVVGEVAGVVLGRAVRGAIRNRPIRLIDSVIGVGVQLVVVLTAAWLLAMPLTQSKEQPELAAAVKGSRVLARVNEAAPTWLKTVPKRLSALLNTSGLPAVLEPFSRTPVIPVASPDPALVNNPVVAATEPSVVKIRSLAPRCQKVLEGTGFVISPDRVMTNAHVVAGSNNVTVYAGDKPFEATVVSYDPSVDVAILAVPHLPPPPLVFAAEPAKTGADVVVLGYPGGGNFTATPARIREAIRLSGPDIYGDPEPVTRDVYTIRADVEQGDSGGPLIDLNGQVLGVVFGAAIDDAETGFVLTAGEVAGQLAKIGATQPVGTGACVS
MazEF act – activators of E. coli MazEF toxin-antitoxin RNase, primary screen, biochemical, fluorescence, uHTS. Endoribonuclease toxin MazF (Escherichia coli (strain K12)), P0AE70. FAM/BHQ RNA-DNA oligo cleavage fluorescence, 5 h. activation, % at 20 µM. actives 0.32% (n = 350,000); in the data active = activation above about 50%
Target sequence (P0AE70 whole entry, looked up): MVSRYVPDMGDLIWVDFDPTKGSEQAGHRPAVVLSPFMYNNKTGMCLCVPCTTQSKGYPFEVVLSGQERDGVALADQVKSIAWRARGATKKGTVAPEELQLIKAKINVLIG
BoNT-F LC inh – BoNT/F light chain protease inhibitors, primary screen, biochemical, flow cytometry, MLPCN library; Multiplex microsphere protease cleavage assay; inhibition, % at 10 µM; actives 0.22% (n = 360,000); in the data active = inhibition above about 35%, passing the limit was not always enough; inconclusive = no clear call, values can overlap the other calls; also: plate controls were buffer without enzyme for full effect and enzyme alone for no effect
FadD28 FP inh – inhibitors of FadD28 bisubstrate probe binding, primary screen, biochemical, fluorescence polarization, single point. Mycobacterium tuberculosis FadD28 fatty-acid-AMP ligase. inhibition, % at 12.5 µM. actives 0.22% (n = 360,000); in the data active = inhibition above about 8.5%, passing the limit was not always enough; inconclusive = no clear call, values can overlap the other calls
Mtb UGM inh – M. tuberculosis UGM enzyme inhibitors, primary screen, biochemical, fluorescence polarization, single point; UDP-galactopyranose mutase (Mycobacterium tuberculosis (strain ATCC 25618 / H37Rv)), …; purified UGM, fluorescence polarization probe displacement; inhibition, % at 10 µM; actives 0.06% (n = 320,000); in the data active = inhibition above about 10%, passing the limit was not always enough; inconclusive = no clear call, values can overlap the other calls
FBA Mtb inh – Mtb FBA enzyme inhibitors, primary screen, biochemical, fluorescence, strain H37Rv; AID 588726, 2011; inhibition, % at 1 µM; purified M. tuberculosis FBA, fluorescence read-out; Fructose-bisphosphate aldolase (Mycobacterium tuberculosis (strain ATCC 25618 / H37Rv)), …; actives 2.3% (n = 360,000); in the data active = inhibition above about 27%;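 also: 0% = vehicle and 100% = reference inhibitor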
Target sequence (P9WQA3 whole entry, looked up): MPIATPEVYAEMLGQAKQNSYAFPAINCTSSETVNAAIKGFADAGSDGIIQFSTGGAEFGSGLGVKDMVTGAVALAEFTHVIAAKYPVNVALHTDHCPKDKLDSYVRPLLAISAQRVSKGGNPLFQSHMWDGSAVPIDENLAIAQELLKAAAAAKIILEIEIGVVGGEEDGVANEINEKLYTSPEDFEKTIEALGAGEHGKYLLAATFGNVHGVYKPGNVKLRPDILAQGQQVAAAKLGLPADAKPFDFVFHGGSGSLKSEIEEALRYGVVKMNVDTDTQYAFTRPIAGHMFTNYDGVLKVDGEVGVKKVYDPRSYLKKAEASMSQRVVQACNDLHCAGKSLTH
PrPC TRFRET – inhibitors of human cell surface prion protein PrPC, primary screen, cell-based, TR-FRET; Major prion protein (Homo sapiens), P04156; TR-FRET read-out; inhibition, % at 13.8 µM; actives 0.43% (n = 370,000); in the data active = inhibition above about 24%; also: 0% = median of the test wells and 100% = reference compound wells
BioA inh – M. tuberculosis BioA enzyme inhibitors, primary screen, biochemical, plate reader, single point, HTS; 7,8-diaminopelargonic acid synthase BioA (Mycobacterium tuberculosis); actives 0.096% (n = 360,000); purified M. tuberculosis BioA enzyme; inhibition, % at 9.99 µM; in the data active = inhibition above about 40%; inconclusive = no clear call, values can overlap the other calls
Active calls of the source: *; ? = inconclusive; / = no result given.

SMILES	GDH-TPI counter	Rv3671c protease	MazEF act	BoNT-F LC inh	FadD28 FP inh	Mtb UGM inh	FBA Mtb inh	PrPC TRFRET	BioA inh
COc1ccc(C(=O)NCc2ccncc2)cc1S(=O)(=O)NCc1ccc(Cl)cc1	-2	4	6	/	-0.6	-2.4	0	7	1.1
O=C(c1ccco1)N1CCN(Cc2nnnn2C2CCCCC2)CC1	-7	-12	3	28	0.4	-0.6	8	-1	-1.1
CC(=O)Nc1cccc(C(=O)OC(C)C(=O)NC(=O)NC2CCCCC2)c1 (stereo not given)	-2	-1	2	-21	-0.3	2.1	1	5	3.0
O=C(Nc1ccc(C(=O)N2CCCCC2)cc1)c1cccs1	8	3	3	7	-0.7	0.3	2	3	-1.8
CCOc1cc(CO)cc(Br)c1OCC(N)=O	8	-4	3	-4	-2.1	0.8	-2	1	/
CCN(C(=O)CSc1nnc(-c2cccc(F)c2)n1N)c1c(N)n(Cc2ccccc2)c(=O)[nH]c1=O	11	/	-2	3	-1.3	/	1	4	1.2
CCCC(=O)Nc1ccc(C(=O)Nc2nc(CC(=O)OCC)cs2)cc1	-1	-7	1	-2	-2.7	0.3	-1	-4	-0.2
COCCNC(=O)C1CCCN(C(=O)/C=C/c2ccccc2)CC1 (stereo not given)	-1	/	/	-4	-0.2	/	1	0	-0.7
Cn1/c(=N/N=C/c2ccccn2)sc2ccccc21	5	/	3	2	-2.6	/	1	4	/
CC1(c2ccccc2)NC(=O)N(CC(=O)N2CCN(S(=O)(=O)c3cccc(C(F)(F)F)c3)CC2)C1=O (stereo not given)	4	/	2	-8	-0.7	/	2	4	-0.1
CC(C)C[C@@H](CN1CCCC1CN1C(=S)NC[C@@H]1Cc1ccc(O)cc1)N1C[C@H](Cc2ccccc2)N(CC2CCCCCC2)C1=S (stereo not given in full)	10	/	-5	-6	-4.8	/	-1	-1	-0.5
CN(C)c1ccc(C(=O)N2CCN(C(=O)C3CCCO3)CC2)cc1 (stereo not given)	5	9	-2	4	-0.4	-0.2	1	-7	-7.4
O=C(Nc1nccs1)C(c1ccccc1)N1CCCC1 (stereo not given)	0	-5	-1	-1	-4.1	-0.4	-9	-2	/
O=C(NC1CCCCCCC1)C1CCC(CNc2c(N3CCCC3)c(=O)c2=O)CC1 (stereo not given)	1	-8	6	-8	-4.2	2.3	-2	15	-1.1
COc1ccccc1CNC(=O)c1ccccc1NS(C)(=O)=O	-7	0	-4	0	-3.0	/	29*	17	-0.7
O=C(O)CCCCn1c(SCC(=O)Nc2ccccc2C(F)(F)F)nc2ccsc2c1=O	-4	-2	-1	-3	-3.4	/	-1	-2	/
C=CCn1c(O)c(N=NC(=O)CNC(=O)c2ccco2)c2ccccc21	24	5	-9	-2	-1.4	0.2	-1	-33	/
O=C1NCCNC1(c1c[nH]c2ccccc12)C(F)(F)F (stereo not given)	-5	1	9	-9	-0.6	0.4	5	6	1.1
CSc1ncccc1C(=O)Nc1ccc2nc(C)sc2c1	8	-5	8	1	0.8	/	2	3	1.0
C(=Nc1ccc(N2CCOCC2)cc1)c1c[nH]c2ccccc12	-5	-5	4	?	-4.3	-1.2	-3	-3	-1.6
CC12CC(=O)C3C(CCC4CC(=O)C=CC43C)C1CCC2=O (stereo not given)	3	/	2	2	-2.6	/	-2	4	/
Cc1c(NC(=O)C(C)OC(=O)c2cccnc2Cl)c(=O)n(-c2ccccc2)n1C (stereo not given)	-7	6	-2	-7	-2.1	-1.4	-2	10	-0.3
O=C(NCCCN1CCCCC1)C1CCC(=O)N1CCc1ccccc1 (stereo not given)	8	-1	-6	-7	-2.0	-1.8	3	1	-1.3
CCOc1ccc(C(=O)N(CN2CCCC2=O)c2ccccc2)cc1	1	-4	-5	0	-2.1	1.1	2	5	-0.6
O=C(/C(=C/c1ccccc1Cl)c1ccccc1)N1CCOCC1	1	2	-3	1	-1.4	-0.7	-1	-3	1.2

Already shown: 7 of the compounds above.
SMILES	GDH-TPI counter	Rv3671c protease	MazEF act	BoNT-F LC inh	FadD28 FP inh	Mtb UGM inh	FBA Mtb inh	PrPC TRFRET	BioA inh
CSc1ncccc1C(=O)Nc1ccc2nc(C)sc2c1	8	-5	8	1	0.8	/	2	3	1.0
C(=Nc1ccc(N2CCOCC2)cc1)c1c[nH]c2ccccc12	-5	-5	4	?	-4.3	-1.2	-3	-3	-1.6
CC12CC(=O)C3C(CCC4CC(=O)C=CC43C)C1CCC2=O (stereo not given)	3	/	2	2	-2.6	/	-2	4	/
Cc1c(NC(=O)C(C)OC(=O)c2cccnc2Cl)c(=O)n(-c2ccccc2)n1C (stereo not given)	-7	6	-2	-7	-2.1	-1.4	-2	10	-0.3
O=C(NCCCN1CCCCC1)C1CCC(=O)N1CCc1ccccc1 (stereo not given)	8	-1	-6	-7	-2.0	-1.8	3	1	-1.3
CCOc1ccc(C(=O)N(CN2CCCC2=O)c2ccccc2)cc1	1	-4	-5	0	-2.1	1.1	2	5	-0.6
O=C(/C(=C/c1ccccc1Cl)c1ccccc1)N1CCOCC1	1	2	-3	1	-1.4	-0.7	-1	-3	1.2

Next records:
SMILES	GDH-TPI counter	Rv3671c protease	MazEF act	BoNT-F LC inh	FadD28 FP inh	Mtb UGM inh	FBA Mtb inh	PrPC TRFRET	BioA inh
COc1cccc(OCc2cc(C(=O)N3CCN(C4CCCC4)CC3)no2)c1	11	2	-2	-2	1.3	3.2	0	-6	-1.3
CN(C)S(=O)(=O)c1cccc(NC(=O)CSc2nnnn2-c2ccccc2)c1	-12	-7	-4	-2	-6.2	2.4	-1	13	-0.8
C=C(C)Cn1c(N)cc(=O)nc1SCC(=O)Nc1cccc(C(F)(F)F)c1	-4	6	-6	-1	-6.3	0.8	-2	3	-1.5
Cc1cc(Cl)nc(N)n1	0	-21	2	-6	-2.7	-0.6	2	6	3.0
COc1cc(C2C(C#N)=C(N)N(Nc3ccccc3)C3=C2C(=O)CC(C)(C)C3)ccc1OCc1ccccc1 (stereo not given)	7	-33	-2	-2	-4.2	-0.3	6	5	-1.1
O=c1ccc(Cl)n[nH]1	9	-3	-2	?	-2.2	0.3	3	0	-1.9
CCCCNC(=O)COc1ccccc1[N+](=O)[O-]	10	-3	-3	14	-3.3	-2.2	1	-5	-0.2
COc1cc(C=NNC(=O)c2ccccc2NS(=O)(=O)c2cccs2)cc(OC)c1O	23	10	4	4	0.4	1.3	0	4	-0.4
O=[N+]([O-])c1ccc(Cn2cc(-c3cccc(C(F)(F)F)c3)nn2)cc1	13	-7	9	-7	-7.2	1.2	5	-1	-1.2
CC(C)(C)OC(=O)N[C@H](Cc1ccccc1)C(=O)N1CCC[C@@H]1C(=O)O	-7	0	12	-10	-1.5	0.6	0	4	6.9
Cc1ccc(S(=O)(=O)N2CCC(=O)CC2)cc1	1	-11	3	-5	-3.2	4.7	0	0	0.4
CCN(CC)CCCNC(=O)c1cn(C)c(=O)c2c1c1ccccc1n2C	5	-4	0	-9	-0.8	0.4	30*	3	/
Clc1cc(Cl)c(OCCCCn2cncn2)c(Cl)c1	3	4	3	?	0.1	-1.4	0	1	-1.4
Cc1cc(N2CCN(c3ccccc3)CC2)n2ncnc2n1	-4	9	3	2	-1.2	-0.9	0	9	/
CNC(=S)NNC(=O)CSCc1c(Cl)cccc1Cl	-3	-1	-3	-47	-3.1	-2.6	-1	3	1.2
CCOC(=O)c1c(C)nc2c(c1-c1ccc(Cl)cc1)C(=O)CC(C)(C)C2	-3	-4	-5	0	-1.4	-0.5	-2	-6	/
COc1cccc(-c2csc(N3CCN(C(=S)Nc4ccc(Cl)cc4)CC3)n2)c1	11	-3	0	-13	1.8	1.0	0	5	-0.9
COc1cc(OC)c(OC)cc1/C=N/NC(=O)CCc1c(C)n[nH]c1C	56*	2	0	?	-2.7	-2.2	22	-3	1.1
COc1ccccc1NC(=O)N1CCC(NC(=O)C(Cc2ccccc2F)NC(C)=O)CC1 (stereo not given)	-1	9	9	-6	-0.7	-2.8	-2	3	-1.3
CS(=O)(=O)CCC(C(=O)OCc1ccc(Cl)cc1)N1C(=O)c2ccccc2C1=O (stereo not given)	16	-1	-2	-4	-2.1	-2.7	-2	3	/
CCCCCN(C(=O)CCC(=O)OCc1cccc(Br)c1)c1c(N)n(CCCC)c(=O)[nH]c1=O	6	-2	2	1	-0.5	2.4	-1	7	-0.4
CCCCOc1ccc(-c2c(C(=O)Nc3ccccc3)c(C)[nH]c(=S)c2C#N)cc1	6	2	0	-2	3.7	0.2	2	3	/
Nc1cc(C(=O)c2ccccc2)ccc1N1CCOCC1	8	-2	3	-39	-1.9	1.2	2	-8	-0.5
Cc1ccc(S(=O)(=O)NC(CC(=O)n2nc(C)cc2C)c2ccccc2)cc1 (stereo not given)	10	-4	6	3	-2.1	-2.8	2	10	1.1
O=C(/C=C/c1ccc([N+](=O)[O-])cc1)c1cccnc1	10	2	4	-10	0.0	-0.1	-1	-15	4.0
(cont.)
SMILES	GDH-TPI counter	Rv3671c protease	MazEF act	BoNT-F LC inh	FadD28 FP inh	Mtb UGM inh	FBA Mtb inh	PrPC TRFRET	BioA inh
COc1cccc(CNC(=O)c2ccc(C)c(S(=O)(=O)N3CCCCC3)c2)c1	-2	-1	2	?	-0.8	-0.3	-2	14	-3.1
CC(=O)Nc1cccc(NC(=O)CCNC(=O)c2ccccc2)c1	5	/	7	-4	-1.6	-1.6	2	3	-1.6
CC1CCN(S(=O)(=O)c2ccc3c(c2)N(CC(=O)NCCCN2CCCC(C)C2)C(=O)CO3)CC1 (stereo not given)	6	3	1	12	-1.2	-2.0	2	5	-5.2
Cc1cc(N2CCN(c3ccc(C(F)(F)F)cc3[N+](=O)[O-])CC2)c2ccccc2n1	3	6	0	2	-2.2	0.7	1	8	0.2
COc1ccc(C2CC(C(F)(F)F)n3nc(C(=O)NCc4c(C)nn(C)c4C)c(Cl)c3N2)cc1 (stereo not given)	-10	1	4	-14	-3.1	0.5	-1	14	-2.1
Cc1csc(C(C)N(C)C(=O)c2ccc(OC3CCN(Cc4ccccn4)CC3)cc2)n1 (stereo not given)	-2	2	-2	-17	-2.1	-2.3	-1	-1	0.3
CC1(c2ccccc2)NC(=O)N(CC(=O)Nc2cc(C(F)(F)F)ccc2N2CCCCC2)C1=O (stereo not given)	10	/	-2	-1	-1.5	/	-3	1	-0.6
Cc1nnsc1C(=O)Nc1ccc(S(=O)(=O)N2CCCC(C)C2)cc1 (stereo not given)	9	-14	11	-6	-0.9	-2.5	-3	-3	-4.8
COc1ccccc1NC(=O)N(C)C[C@H]1OCc2cnnn2CCCC(=O)N([C@H](C)CO)C[C@H]1C	8	/	4	4	-4.1	/	-4	2	-2.4
O=C(CSCc1ccccc1)NCCc1ccc(F)cc1	-1	6	-2	?	-3.0	-0.4	1	-2	-1.4
CCCN(CCC)CCCNC(=O)CC(C(=O)N1CCc2ccccc21)n1ccnc1 (stereo not given)	3	7	-22	16	0.4	-3.2	2	-5	-0.2
CCN1CCN(c2ccc(S(=O)(=O)N3CCCCC3)cc2NC(=O)c2ccc([N+](=O)[O-])o2)CC1	10	-1	13	?	-3.0	0.0	-2	-15	-1.1
O=C(NCc1ccncc1)c1c(F)c(F)c(F)c(F)c1F	8	-7	-13	5	-1.4	0.4	2	2	/
COC(=O)c1ccc(CSc2nc3ccccc3c(=O)n2N)cc1	2	-11	4	6	-4.4	1.5	3	-5	-0.5
O=C(NC1CCCCCCC1)c1cc(-c2ccccn2)nc2ccccc12	6	7	18	2	-2.4	-0.9	-3	5	/
Cc1nnc(NC(=O)C2CCN(C(=O)c3ccco3)CC2)s1	2	-4	1	-20	-1.4	1.2	3	-2	-0.8
CC(C1CC1)N(Cc1ccccc1)C(=S)Nc1ccccc1 (stereo not given)	-6	3	6	5	-4.6	-0.5	1	7	0.1
